NTMT1 inh – Primary qHTS for Inhibitors of N-terminal methyltransferase 1 (NTMT1): MTaseGlo Assay; actives 2.5% (n = 59,000); N-terminal Xaa-Pro-Lys N-methyltransferase 1 (Homo sapiens), Q9BV86; NTMT1 MTase-Glo SAH luminescence, purified enzyme; Potency, µM (doses to about 114 µM), for inactives: at the highest dose activity change, negative = inhibition, usual class: inhibitors;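 note: plate controls were DMSO vehicle for no effect and no enzyme for full effect; nearly all actives have a fitted effect of over 65% in size; many of its hits are not listed in these tables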
Target sequence (Q9BV86 whole entry, looked up): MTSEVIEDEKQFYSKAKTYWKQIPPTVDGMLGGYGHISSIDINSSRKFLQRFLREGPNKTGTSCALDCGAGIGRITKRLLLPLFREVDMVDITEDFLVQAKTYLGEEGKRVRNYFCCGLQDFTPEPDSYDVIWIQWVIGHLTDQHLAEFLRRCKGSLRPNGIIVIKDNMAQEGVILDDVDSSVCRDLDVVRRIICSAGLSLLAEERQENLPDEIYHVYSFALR
FH mod – Identification of activators of human fumarate hydratase by quantitative high-throughput screening. Fumarate hydratase, mitochondrial (Homo sapiens), P07954. FH coupled MDH/diaphorase resazurin fluorescence, 15 min. Potency, µM (highest dose often 79.9 µM), for inactives: at the highest dose activity change, negative = inhibition, hits mostly inhibitors. actives 0.22% (n = 54,000); note: the screen sought activators but most active calls are inhibition curves; nearly all actives have a fitted effect of over 45% in size
Target sequence (P07954 whole entry, looked up): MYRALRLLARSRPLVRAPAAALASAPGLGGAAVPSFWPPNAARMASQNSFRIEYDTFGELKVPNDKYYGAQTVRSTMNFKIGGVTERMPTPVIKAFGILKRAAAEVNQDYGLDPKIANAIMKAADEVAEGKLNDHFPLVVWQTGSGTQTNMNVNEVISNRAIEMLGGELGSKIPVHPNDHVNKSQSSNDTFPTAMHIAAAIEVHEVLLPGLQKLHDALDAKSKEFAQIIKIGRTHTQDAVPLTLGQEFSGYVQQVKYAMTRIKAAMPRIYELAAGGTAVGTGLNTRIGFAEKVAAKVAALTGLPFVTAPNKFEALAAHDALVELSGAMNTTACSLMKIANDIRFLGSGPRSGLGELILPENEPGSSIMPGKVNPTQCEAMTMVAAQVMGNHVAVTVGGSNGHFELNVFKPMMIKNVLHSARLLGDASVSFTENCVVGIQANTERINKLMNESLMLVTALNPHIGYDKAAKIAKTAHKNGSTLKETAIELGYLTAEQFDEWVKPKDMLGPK
Numbers without * were called inactive; ? = inconclusive; . = no result given; [ ] = dose if it differs, or a comment. Calls come from the whole dose curve; as a rule, active = well fitted curve in the direction sought with a large enough effect; inconclusive = small, poorly fitted or top-dose-only effect, or another doubt; inactive = no such curve, though single readings can be large; an effect the other way counts as inactive or inconclusive. Unless noted, % is set by controls: 0 for no effect and ±100 for the full control effect; potency is the fitted concentration of half-maximal effect. Only part of the results is shown; rates above refer to the full screens.

Values in the order: NTMT1 inh	FH mod
CCCCCCCCCCCCCCCCCC(=O)OC(CC(=O)O)C[N+](C)(C)C (configuration not stated)
    .	-2%[53.3 µM]
NO
    .	-1%[53.3 µM]
Cc1cc(Cn2cnc3c2C[C@@H](C(=O)O)N(C(=O)C(c2ccccc2)c2ccccc2)C3)ccc1N
    .	?
N[C@@H](CCC(=O)N[C@H](CSN=O)C(=O)NCC(=O)O)C(=O)O
    .	-1%[53.3 µM]
NCCCNCCCCNCCCN
    .	-18%[53.3 µM]
O=c1[nH]c(=S)[nH]c(-c2ccccc2)c1Cc1c(O)ccc2ccccc12
    .	20µM*
NC1(C(=O)O)CC1
    .	7%[53.3 µM]
CN1CC(O)C(O)C(O)C1CO (configuration not stated)
    .	-15%[53.3 µM]
N#C/C(=C\c1ccc(O)c(O)c1)C(=O)NCCc1ccccc1
    .	32µM*
COc1ccc(Br)cc1S(=O)(=O)NC(=O)/C=C/c1ccccc1Cc1ccc2ccccc2c1
    .	20µM*

Record cards (already shown):
`CN1CC(O)C(O)C(O)C1CO` (configuration not stated) is listed as NTMT1 inh = .; FH mod = -15%[53.3 µM]
`COc1ccc(Br)cc1S(=O)(=O)NC(=O)/C=C/c1ccccc1Cc1ccc2ccccc2c1` is listed as NTMT1 inh = .; FH mod = 20µM*
`O=c1[nH]c(=S)[nH]c(-c2ccccc2)c1Cc1c(O)ccc2ccccc12` is listed as NTMT1 inh = .; FH mod = 20µM*

Next structures:
Values in the order: NTMT1 inh	FH mod
NCCS(=O)O
    .	-6%[53.3 µM]
O=C(O)C1=CC(=C(c2ccc(O)c(C(=O)O)c2)c2ccc(O)c(C(=O)O)c2)C=CC1=O
    .	16µM*
CC(=O)N[C@H](C(=O)O)C(C)(C)SN=O
    .	-15%[53.3 µM]
COC(=O)C(N)Cc1ccc(Cl)cc1 (configuration not stated)
    .	5%[53.3 µM]
Nc1nc(OCC2CCCCC2)c2[nH]cnc2n1
    .	-21%[53.3 µM]
CSC(=N)N
    .	-6%[53.3 µM]
NC/C=C\C(=O)O
    .	?
Cc1cccc(C)c1OCC(N)C(C)C (configuration not stated)
    .	-12%[53.3 µM]
CCCn1c(=O)[nH]c(=O)c2[nH]cnc21
    .	-19%[53.3 µM]
O=C(O)C1CN(CCCP(=O)(O)O)CCN1 (configuration not stated)
    .	-8%[53.3 µM]
NC(N)=NCCCCN=C(N)N
    .	-3%[53.3 µM]
NCCCC(=O)O
    .	-19%[53.3 µM]
O=c1[nH]c2cc([N+](=O)[O-])c([N+](=O)[O-])cc2[nH]c1=O
    .	-21%[53.3 µM]
Brc1cc2c(cc1[C@H]1Nc3ccccc3[C@H]3C=CC[C@H]31)OCO2
    .	-22%[53.3 µM]
CCCCCCCCc1ccc(-c2ccc(C(=O)O)cc2)cc1
    .	?
OC[C@H]1NC[C@@H](O)[C@@H]1O
    .	-21%[53.3 µM]
C[N+](C)(C)CCOP(=O)(O)OP(=O)([O-])OC[C@H]1O[C@@H](n2ccc(N)nc2=O)[C@H](O)C1O (some centres not stated)
    .	-12%[53.3 µM]
O=C(c1ccc(OCCCc2cnc[nH]2)cc1)C1CC1
    .	-18%[53.3 µM]
O=C(OCCN1CCOCC1)C1(c2ccccc2)CCCCC1
    .	-17%[53.3 µM]
Cn1c(=O)c2[nH]c(-c3ccccc3)nc2n(C)c1=O
    .	-7%[53.3 µM]
C[C@](Cc1ccc(O)c(O)c1)(NN)C(=O)O
    .	?
COc1cc(N)c(Cl)cc1C(=O)OCCN1CCCCC1
    .	1%[53.3 µM]
O=c1[nH]ccc2c(O)cccc12
    .	-10%[53.3 µM]
CCCCCCCCCCCCCCSCC(=O)O
    .	-18%[53.3 µM]
CCCCOC(=O)NS(=O)(=O)c1sc(CC(C)C)cc1-c1ccc(Cn2c(CC)nc3c(C)cc(C)nc32)cc1
    .	?
CCN(CC)CCNC(=O)c1ccc(NS(C)(=O)=O)cc1
    .	-17%[53.3 µM]
N[C@@H](CS(=O)O)C(=O)O
    .	0%[53.3 µM]
CCc1ccc2c(-c3cccc(Cl)c3)nc(=O)n(CC)c2n1
    .	?
COc1ccc2c(c1)c(CC(=O)O)c(C)n2Cc1ccc(Cl)cc1
    .	-24%[53.3 µM]
COc1cc(C(O)C(=O)O)ccc1O (configuration not stated)
    .	-3%[53.3 µM]
CC1CCN=C(N)S1 (configuration not stated)
    .	-12%[53.3 µM]
CN1Cc2sccc2C(c2ccc(O)c(O)c2)C1 (configuration not stated)
    .	-27%[53.3 µM]
CC1CNCCN1S(=O)(=O)c1cccc2cnccc12 (configuration not stated)
    .	-2%[53.3 µM]
CC(C)(C)NCC(O)COc1cccc2[nH]c(=O)[nH]c12 (configuration not stated)
    .	-5%[53.3 µM]
O=C1/C(=C/c2ccsc2)CC/C1=C\c1cccs1
    .	-16%[53.3 µM]
CN1C2CCCC1CC(NC(=O)c1nn(C)c3ccccc13)C2 (configuration not stated)
    .	-13%[53.3 µM]
CC[C@H]1OC(=O)[C@H](C)[C@@H](O[C@H]2C[C@@](C)(OC)[C@@H](O)[C@H](C)O2)[C@H](C)[C@@H](O[C@@H]2O[C@H](C)C[C@H](NC)[C@H]2O)[C@](C)(O)C[C@@H](C)CN(C)[C@H](C)[C@@H](O)[C@]1(C)O
    .	-10%[53.3 µM]
CC(=O)/C(C)=N/O
    .	-19%[53.3 µM]
NCCSSCCN
    .	-17%[53.3 µM]
COC(=O)C1=C(C)NC(C)=C([N+](=O)[O-])C1c1ccccc1C(F)(F)F (configuration not stated)
    .	-25%[53.3 µM]
CC(N)(Cc1ccc(O)c(O)c1)C(=O)O (configuration not stated)
    .	-14%[53.3 µM]
Cn1ncc(S(=O)(=O)Cc2ccccc2)c(Br)c1=O
    .	-28%[53.3 µM]
CCCOC(=O)c1c(-c2ccccc2)nc(CC)c(C(=O)SCC)c1CCC
    .	-17%[53.3 µM]
CC(=O)SC1CC2=CC(=O)CC[C@]2(C)C2CC[C@@]3(C)C(CC[C@@]34CCC(=O)O4)C12 (some centres not stated)
    .	-15%[53.3 µM]
CCCn1c(=O)c2c(ncn2C)n(CCC)c1=O
    .	-18%[53.3 µM]
CC[C@@H](C)[C@H]1O[C@]2(CC[C@@H]1C)C[C@@H]1C[C@@H](C/C=C(\C)[C@@H](O[C@H]3C[C@H](OC)[C@@H](O[C@H]4C[C@H](OC)[C@@H](O)[C@H](C)O4)[C@H](C)O3)[C@@H](C)/C=C/C=C3\CO[C@@H]4[C@H](O)C(C)=C[C@@H](C(=O)O1)[C@]34O)O2
    .	-29%[53.3 µM]
O=c1cc(-c2ccccc2F)[nH]c2cc3c(cc12)OCO3
    .	-15%[53.3 µM]
N=C(N)SCCN
    .	-4%[53.3 µM]
Nc1ncnc2c1nc(Br)n2C1OC2COP(=O)(O)O[C@@H]2C1O (some centres not stated)
    .	-4%[53.3 µM]
Nc1ccn([C@@H]2O[C@H](CO)[C@@H](O)[C@@H]2O)c(=O)n1
    .	-7%[53.3 µM]

Other results follow.
molecule	NTMT1 inh	FH mod
CC[N+](CC)(CC)CC(=O)Nc1c(C)cccc1C	.	-12%[53.3 µM]
O=C(O)c1cc([N+](=O)[O-])ccc1NCCCc1ccccc1	.	?
COc1cc([C@@H]2c3cc4c(cc3[C@H](O)C3COC(=O)[C@@H]32)OCO4)cc(OC)c1OC (some centres not stated)	.	-14%[53.3 µM]
CC1C(=O)N(C)C(=O)c2nc[nH]c21 (configuration not stated)	.	-7%[53.3 µM]
COc1ccc(-c2cc(=O)c3c(O)c(OC)c(OC)cc3o2)cc1O	.	?
c1ccc(CN2CCC3(CCCc4ccccc43)CC2)cc1	.	-19%[53.3 µM]
c1cnc2c(c1)ccc1cccnc12	.	2%[53.3 µM]
CC[n+]1c(/C=C/C=C2/N(C)c3ccccc3C2(C)C)sc2ccccc21	.	?
CC(C)C[C@H](NC(=O)C1OC1C(=O)O)C(=O)NCCCCN=C(N)N (some centres not stated)	.	2%[53.3 µM]
C[N+](C)(C)CC=O	.	0%[53.3 µM]
O=C(O)CCCC[C@@H]1CCSS1	.	-20%[53.3 µM]
Cc1ccc2c(c1)C(N1CCN(C)CC1)=Nc1cccnc1N2	.	-19%[53.3 µM]
c1ccc(C(NCCNC(c2ccccc2)c2ccccc2)c2ccccc2)cc1	.	?
Nc1c(S(=O)(=O)O)cc(Nc2ccc(Nc3nc(Cl)nc(Nc4ccc(S(=O)(=O)O)cc4)n3)c(S(=O)(=O)O)c2)c2c1C(=O)c1ccccc1C2=O	.	5µM*
Cn1c(=O)c2c(nc(/C=C/c3cccc(Cl)c3)n2C)n(C)c1=O	.	-3%[53.3 µM]
N#C/C(=C\c1ccc(O)c(O)c1)C(=O)c1ccc(O)c(O)c1	.	?
CCN(CC)CCCCCCCCOC(=O)c1cc(OC)c(OC)c(OC)c1	.	-18%[53.3 µM]
CCn1c(=O)[nH]c2cc(Cl)c(Cl)cc21	.	-20%[53.3 µM]
CN(CC[C@@H](Oc1ccc(C(F)(F)F)cc1)c1ccccc1)CC(=O)O	.	-12%[53.3 µM]
CCC(CO)Nc1nc(NCc2ccccc2)c2ncn(C(C)C)c2n1 (configuration not stated)	.	-20%[53.3 µM]
CN=c1nc(-c2ccccc2)n(-c2ccccc2)s1	.	?
N[C@@H](CCCC(=O)O)C(=O)O	.	0%[53.3 µM]
CN1CCc2cccc3c2C1Cc1ccc(O)c(O)c1-3 (configuration not stated)	.	14µM*
C[C@@]1(C2CCCC2)Cc2cc(OCC(=O)O)c(Cl)c(Cl)c2C1=O	.	?
Cc1cn([C@H]2CC(N=[N+]=[N-])[C@@H](CO)O2)c(=O)[nH]c1=O (some centres not stated)	.	-1%[53.3 µM]
CCN(CC)CCOC(=O)c1cc(Cl)c(N)cc1OC	.	-9%[53.3 µM]
Cc1cccc(/C=C/c2ccccc2)n1	.	-18%[53.3 µM]
c1ccc2c(c1)CCC[C@H]2Nc1nc2ccccc2[nH]1	.	-25%[53.3 µM]
COC1=C(OC)C(=O)c2ccccc2C1=O	.	-21%[53.3 µM]
C[C@H](NC(=O)/C(C#N)=C/c1ccc(O)c(O)c1)c1ccccc1	.	?
CCCCS(=N)(=O)CC[C@H](N)C(=O)O (some centres not stated)	.	-9%[53.3 µM]
OC[C@H]1O[C@@H](n2cnc3cncnc32)[C@H](O)[C@@H]1O	.	-12%[53.3 µM]
NCCCCN=C(N)N	.	-11%[53.3 µM]
O=C1CC(c2ccccc2)CC2=C1C1(CCCCC1)N=C(Nc1nc3ccccc3o1)N2 (configuration not stated)	14%	.
Cc1cc(-c2nnc3n2CCCCCC3)c(C)n1-c1ccccc1	12%	.
Cc1ccc(OCCn2c3c(c4ccccc42)CN(C(=O)C2CCCCC2)CC3)cc1	3%[57.5 µM]	.
O=C(/C=C/c1ccc(Cl)cc1)N1CCC2(CC1)CN(Cc1ccc(Cl)c(Cl)c1)C(=O)O2	11%	.
O=S1(=O)N=C(Sc2cc(C(F)(F)F)cc(C(F)(F)F)c2)c2ccccc21	?	.
O=C(O)c1ccc(S(=O)(=O)N[C@H](Cc2ccc(C(F)(F)F)cc2)C(=O)O)cc1	8%	.
Cn1c2ccsc2c2cnn(Cc3ccc(F)cc3)c(=O)c21	-2%	.
C=CC(=O)N1CC/C(=C\c2ccc(F)c([N+](=O)[O-])c2)C(=O)/C(=C/c2ccc(F)c([N+](=O)[O-])c2)C1	16%	.
CN1C(=O)N(c2cc(Cl)cc(Cl)c2)C(=O)[C@]12CN(Cc1cc(C(=O)O)cs1)C[C@H]2c1ccc(C#N)cc1	3%	.
COc1ccc(C2Nc3ccccc3C(=O)N2Cc2ccco2)cc1 (configuration not stated)	-12%	.
COc1cccc(C2c3c(ncn(-c4cccc(OC)c4)c3=N)Oc3ccc4ccccc4c32)c1 (configuration not stated)	-9%[57.5 µM]	.
NC(=O)c1cccc(C[C@H](C(=O)O)N2C(=O)c3ccc(C(=O)O)cc3C2=O)c1	9%	.
Cc1ccc(-c2ccc(=O)n(CC(=O)NCCc3cnc[nH]3)n2)cc1	17%	.
N#CN1CCC(NS(=O)(=O)c2ccc(C(F)(F)F)cc2)C1 (configuration not stated)	7%	.
CCC(=O)C1CCCN(C(=O)CC(c2ccc3c(c2)OCO3)c2c(O)cc(OC)cc2OC)C1 (configuration not stated)	?	.
Cc1ccc(-c2cc(C(=O)N(C)c3ccccc3)c3ccccc3n2)cc1C	2%	.
COc1ccc(C2Nc3ccccc3C(=O)N2Cc2cccs2)cc1COc1c(C)cc(NC(C)=O)cc1C (configuration not stated)	9%[57.5 µM]	.
Cc1ccc(S(=O)(=O)Nc2ccccc2C(=O)Nc2ncc(-c3ccccc3)s2)cc1	20%	.
Cc1cc(C)n2ncc(C(=O)Nc3ccc(C(F)(F)F)cc3)c2n1	-2%	.
Nc1c(-c2ccccc2)cc[nH]c1=O	?	.

Assay outcomes deposited in PubChem by National Center for Advancing Translational Sciences (NCATS).
